FBA Mtb inh – Mtb FBA enzyme inhibitors, primary screen, biochemical, fluorescence, strain H37Rv; Fructose-bisphosphate aldolase (Mycobacterium tuberculosis (strain ATCC 25618 / H37Rv)), …; purified M. tuberculosis FBA, fluorescence read-out; inhibition, % at 1 µM; hit rate 2.3% among 360,000; AID 588726, 2011; in the data active = inhibition above about 27%;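 note: 0% = vehicle and 100% = reference inhibitor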
MazF activator – activators of E. coli MazEF toxin-antitoxin RNase, primary screen, biochemical, fluorescence, uHTS. Endoribonuclease toxin MazF (Escherichia coli (strain K12)), P0AE70. FAM/BHQ RNA-DNA oligo cleavage fluorescence, 5 h. activation, % at 20 µM. hit rate 0.32% among 350,000. AID 504720, 2011; in the data active = activation above about 50%
Target sequence (P0AE70 whole entry, looked up): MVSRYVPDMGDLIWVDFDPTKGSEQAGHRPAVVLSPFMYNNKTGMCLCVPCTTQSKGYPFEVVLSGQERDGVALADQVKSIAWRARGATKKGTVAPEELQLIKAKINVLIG
3CLpro inhibitor – SARS-CoV 3CLpro protease inhibitors, primary screen, biochemical, quenched FRET; Replicase polyprotein 1ab (Severe acute respiratory syndrome coronavirus), P0C6X7; recombinant SARS-CoV 3CLpro, quenched FRET peptide cleavage; inhibition, % at 6 µM; hit rate 0.14% among 290,000; AID 1706, 2009; in the data active = inhibition above about 12%
Rv3671c inh – Rv3671c serine protease inhibitors, primary screen, biochemical, fluorescence polarization, M. tuberculosis H37Rv; P9WHR9; inhibition, % at 5.96 µM; hit rate 0.048% among 320,000; in the data active = inhibition above about 38%;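 note: extracellular domain of Rv3671c used as enzyme; 0% = enzyme with DMSO and 100% = no enzyme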
Target sequence (P9WHR9 whole entry, looked up, the tested form may be a part): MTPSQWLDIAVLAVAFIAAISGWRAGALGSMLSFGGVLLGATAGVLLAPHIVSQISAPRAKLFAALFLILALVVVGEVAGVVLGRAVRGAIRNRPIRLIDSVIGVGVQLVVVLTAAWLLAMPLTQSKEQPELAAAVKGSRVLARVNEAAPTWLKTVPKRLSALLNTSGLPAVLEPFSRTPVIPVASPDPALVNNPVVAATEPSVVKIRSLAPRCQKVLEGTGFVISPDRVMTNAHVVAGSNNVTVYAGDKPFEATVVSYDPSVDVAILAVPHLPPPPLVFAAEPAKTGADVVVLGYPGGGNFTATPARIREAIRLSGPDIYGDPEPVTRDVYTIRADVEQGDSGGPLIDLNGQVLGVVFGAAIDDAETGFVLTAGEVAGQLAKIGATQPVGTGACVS
DUSP3 inh – VHR1 phosphatase inhibitors, primary screen, biochemical, absorbance, uHTS; inhibition, % at 13.3 µM; AID 1654, 2009; recombinant VHR phosphatase, pNPP absorbance; hit rate 0.52% among 290,000; in the data active = inhibition above about 50%; note: some compounds called inactive have numbers as strong as hits
Target sequence (P51452 whole entry, looked up): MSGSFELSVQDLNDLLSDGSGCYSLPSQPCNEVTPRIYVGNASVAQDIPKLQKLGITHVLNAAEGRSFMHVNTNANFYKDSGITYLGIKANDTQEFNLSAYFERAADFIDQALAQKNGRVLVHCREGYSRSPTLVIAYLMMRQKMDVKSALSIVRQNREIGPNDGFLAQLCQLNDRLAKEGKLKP
Vc quorum ag – inducers of Vibrio cholerae quorum light production without autoinducers, primary screen, BH1578 luxS cqsA deficient, single point; V. cholerae BH1578 lux reporter, luminescence, 6 h; activation, % at 18.7 µM; hit rate 0.16% among 350,000; AID 588436, 2011; in the data active = activation mostly above about 9.7%, no sharp cut-off; note: not every result past the cut was called active; inactives centre near 0; reference of the scale not given here
GDH-TPI counter – GDH-TPI coupling enzyme inhibitors, primary screen, artefact control for M. tuberculosis FBA inhibitor project, biochemical, absorbance, full deck; GDH-TPI coupled enzyme counterscreen, NADH absorbance; inhibition, % at 4.8 µM; hit rate 1.2% among 360,000; in the data active = inhibition above about 30%;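 note: 0% = DMSO wells and 100% = wells lacking the enzyme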
UGM FP inh – M. tuberculosis UGM enzyme inhibitors, primary screen, biochemical, fluorescence polarization, single point; purified UGM, fluorescence polarization probe displacement; hit rate 0.06% among 320,000; inhibition, % at 10 µM; in the data active = inhibition above about 10%, passing the limit was not always enough
Target sequence (P9WIQ1 whole entry, looked up): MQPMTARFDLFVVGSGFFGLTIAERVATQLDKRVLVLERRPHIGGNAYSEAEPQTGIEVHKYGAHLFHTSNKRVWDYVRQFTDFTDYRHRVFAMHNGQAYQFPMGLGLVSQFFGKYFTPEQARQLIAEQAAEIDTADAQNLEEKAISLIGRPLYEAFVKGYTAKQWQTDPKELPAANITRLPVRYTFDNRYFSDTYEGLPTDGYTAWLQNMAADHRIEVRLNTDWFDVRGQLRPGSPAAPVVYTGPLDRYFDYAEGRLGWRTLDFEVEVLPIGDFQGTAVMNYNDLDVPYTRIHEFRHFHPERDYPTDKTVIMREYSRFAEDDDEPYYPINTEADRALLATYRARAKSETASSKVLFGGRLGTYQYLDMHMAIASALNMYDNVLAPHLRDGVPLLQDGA
Mtb BioA inh – M. tuberculosis BioA enzyme inhibitors, primary screen, biochemical, plate reader, single point, HTS | 7,8-diaminopelargonic acid synthase BioA (Mycobacterium tuberculosis) | purified M. tuberculosis BioA enzyme | inhibition, % at 9.99 µM | hit rate 0.096% among 360,000 | AID 602481, 2012; in the data active = inhibition above about 40%
PriA SSB inh – inhibitors of Klebsiella pneumoniae PriA binding to SSB C-terminal tail, primary screen, biochemical, AlphaScreen | AID 1272365, 2023 | hit rate 0.6% among 430,000 | inhibition, % at 33 µM | AlphaScreen SSBct-PriA binding, biotinylated peptide; in the data active = inhibition mostly above about 37%, no sharp cut-off; inactive = mostly below about 20%;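 note: plate controls were negative control peptide for no effect and reference peptide for full effect; strong numbers were not always called active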
The depositor's hits bear a star; i = inactive; . = no result given.

Sequence of screens – FBA Mtb inh	MazF activator	3CLpro inhibitor	Rv3671c inh	DUSP3 inh	Vc quorum ag	GDH-TPI counter	UGM FP inh	Mtb BioA inh	PriA SSB inh
[1] Cc1ccc(C(=O)Nc2cccc(NC(=O)CN3CCCCC3)c2)cc1
 : 2	6	0	-11	7	i	4	0.9	3.4	-15
[2] C/C=C/c1ccc(OCCOc2cccc3cccnc23)c(OC)c1
 : -7	2	0	4	-4	-4.5	4	1.0	.	-16
[3] CCCCN(C)S(=O)(=O)c1ccc(C(=O)Nc2nnc(CSC)o2)cc1
 : 2	0	1	-1	14	-6.7	16	2.1	-0.3	9
[4] CN(C)S(=O)(=O)c1ccc(Cl)c(NC(=O)COC(=O)C2CCCO2)c1 (configuration not stated)
 : 0	5	-1	-6	3	i	0	4.7	.	-6
[5] CS(=O)(=O)n1nc(-c2ccccc2)nc1NCc1ccco1
 : 1	-1	-1	-5	-23	-0.5	2	-1.0	-0.5	-13
[6] Cc1cc(C)c(C)c(OC(=O)c2sc(Cl)nc2C)c1
 : 4	-7	3	4	-2	-2.6	10	0.5	.	-59
[7] O=C(Nc1ccc(F)c(F)c1)c1cccnc1
 : 4	0	-2	-13	11	-4.5	-1	3.0	22	-1
[8] CC(C)Cn1cc(C(=O)N2CCN(c3ccccn3)CC2)c2c3ccccc3n(C)c2c1=O
 : 9	1	-1	1	4	-0.2	19	-2.4	5.8	5
[9] CN(C)C(C)(C)C#CC(O)(c1ccccc1)c1ccccc1
 : 1	4	0	4	-1	i	-1	1.1	.	2
[10] CCOc1ccc(CCN2C(=S)N([C@@H](CC(C)C)CN3CCCC3CN3C(=S)NC[C@@H]3Cc3ccc(O)cc3)C[C@@H]2Cc2ccc(O)cc2)cc1 (some centres not stated)
 : -1	-11	.	.	.	-1.4	18	.	-2.2	-2
[11] CCOC(=O)N1CCN(C(c2cccc(OC)c2)c2sc3nc(C)nn3c2O)CC1 (configuration not stated)
 : 0	0	-6	-3	11	i	2	2.9	-2.0	-9
[12] Cc1nn(C)c(C(=O)Nc2cccc(CN3CCOCC3)c2)c1Br
 : 1	12	-2	-10	5	-0.2	3	-0.5	.	-2
[13] Cc1noc(C)c1C(=O)OCC(=O)NCc1ccc(Cl)cc1
 : -2	10	.	-2	.	i	-1	-1.1	-2.0	-14
[14] Cc1cc([N+](=O)[O-])nn1CCCC(=O)Nc1cc(Cl)ccc1Cl
 : -3	0	1	5	10	-0.2	4	-0.2	0.5	-2
[15] CCN1CCN(Cc2ccc(OCc3ccccc3)c(OC)c2)CC1
 : -2	-1	7	-4	19	-0.4	-7	3.0	1.6	-17
[16] O=C(Cc1ccc(Cl)cc1)Nc1cccnc1
 : 2	-28	-5	-6	39	-0.6	-4	0.9	-0.8	-11
[17] Clc1cc2nc[nH]c2cc1Cl
 : -3	1	0	-6	14	-0.7	0	-2.2	.	3
[18] COc1ccc(/C=C/c2nc(C)c(-c3ccccc3)c(=O)[nH]2)cc1OC
 : 0	2	1	-5	18	i	7	-0.5	-0.2	-4
[19] CC(=O)OC[C@H]1O[C@H](C/C=N/O[C@@H](C)c2cn([C@H](CO)Cc3ccccc3)nn2)C=C[C@@H]1OC(C)=O
 : .	.	2	-4	20	.	.	2.8	.	.
[20] COc1ccc(NC(=O)c2sc3nc(N4CCOCC4)c4c(c3c2N)CC(C)(C)OC4)cc1
 : -1	2	-4	-8	48	0.3	0	-1.9	-0.9	-4

The last four compounds of the section above open the next one:
Sequence of screens – FBA Mtb inh	MazF activator	3CLpro inhibitor	Rv3671c inh	DUSP3 inh	Vc quorum ag	GDH-TPI counter	UGM FP inh	Mtb BioA inh	PriA SSB inh
[17] Clc1cc2nc[nH]c2cc1Cl
 : -3	1	0	-6	14	-0.7	0	-2.2	.	3
[18] COc1ccc(/C=C/c2nc(C)c(-c3ccccc3)c(=O)[nH]2)cc1OC
 : 0	2	1	-5	18	i	7	-0.5	-0.2	-4
[19] CC(=O)OC[C@H]1O[C@H](C/C=N/O[C@@H](C)c2cn([C@H](CO)Cc3ccccc3)nn2)C=C[C@@H]1OC(C)=O
 : .	.	2	-4	20	.	.	2.8	.	.
[20] COc1ccc(NC(=O)c2sc3nc(N4CCOCC4)c4c(c3c2N)CC(C)(C)OC4)cc1
 : -1	2	-4	-8	48	0.3	0	-1.9	-0.9	-4
[21] CN1CCN(c2ccc(NC(=O)c3ccc4c(c3)[nH]c(=O)n4Cc3ccc(F)cc3)cc2)CC1
 : 1	12	-2	7	7	-0.6	2	-0.3	.	19
[22] CCN(c1ccccc1)S(=O)(=O)c1ccc(OC)c(NC(=O)c2ccccc2OC)c1
 : 4	-11	.	.	.	5.6	4	.	-3.5	6
[23] CN(C)CCCNC(=S)Nc1ccc(Oc2ccccc2)cc1
 : 1	12	1	-8	-15	-0.4	1	-0.6	.	-3
[24] Cc1ccc(-n2c(-c3ccc(Cl)cc3)n[nH]c2=S)c(C)c1
 : 15	5	-2	2	9	2.0	8	0.1	-0.7	6
[25] N#Cc1ncc(C(F)(F)F)cc1Oc1cccnc1
 : 1	2	4	9	7	i	6	-3.1	.	6
[26] O=C(CN1c2cccc3cccc(c23)S1(=O)=O)Nc1ccccc1
 : 5	17	3	4	9	-0.9	4	0.4	0.4	-8
[27] Cc1nc(N2CCN(C(=O)c3ccco3)CC2)[nH]c(=O)c1C
 : 21	11	1	4	16	-0.2	9	1.5	-0.4	-16
[28] CCOC=C1SC(=S)N(c2ccccc2OC)C1=O
 : -4	-22	.	.	.	i	18	.	-2.9	.
[29] Cc1c(N/C=C/C(=O)c2ccc(Cl)cc2)c(=O)n(-c2ccccc2)n1C
 : -3	3	0	3	33	i	26	-4.9	-0.7	.
[30] CCCn1c(SC2C(=O)CC(C)(C)CC2=O)nc2c1c(=O)n(C)c(=O)n2C
 : -2	-21	1	6	43	i	0	0.9	-2.1	3
[31] CC(C)OP(=O)(OC(C)C)C1(O)C(=O)Nc2ccccc21 (configuration not stated)
 : 2	15	-1	-1	26	-1.8	7	-0.3	-2.1	-13
[32] NC(=O)CC(NC(=O)Cc1ccc(Cl)cc1)c1ccc(N2CCN(c3ccccn3)CC2)c([N+](=O)[O-])c1 (configuration not stated)
 : 2	-1	2	0	10	i	2	0.0	-2.1	0
[33] Cc1cc(C)n(-c2ccc3nnc(C)n3n2)n1
 : 11	5	-6	1	38	0.4	6	0.8	.	-3
[34] CCOc1ccc(OCC)c(NC(=O)CCCN2C(=O)c3cccnc3C2=O)c1
 : 4	9	1	-3	2	-6.2	4	-0.6	14	-15
[35] Cc1ccccc1NC(=O)Cn1c(CCC(=O)O)ccc1-c1cccs1
 : 6	10	1	1	22	i	-3	0.6	.	-12
[36] CS(=O)(=O)N(Cc1ccccc1)c1ccc(C(=O)NCCSCc2ccco2)cc1
 : -1	-2	-3	-11	-8	-2.9	1	1.7	1.0	-22
[37] Cc1ccc(C)c(/C=C(\C(=O)O)c2ccc(S(=O)(=O)N3CCCCC3)s2)c1
 : 4	3	4	-5	18	-0.3	7	0.8	.	-3
[38] CCN(CC)S(=O)(=O)c1ccc(C)c(NC(=S)Nc2cccc(S(=O)(=O)N3CCCCCC3)c2)c1
 : 1	2	3	-30	15	-2.4	-3	0.2	-2.0	5
[39] Cc1ccc2c(c1)-c1c(cnn1CC(=O)Nc1ccccc1N1CCN(C)CC1)CO2
 : 1	17	-2	4	-10	-0.2	12	1.8	-0.3	2
[40] CCOc1cc(N2CCOCC2)c(OCC)cc1NC(=O)COC(=O)CCOc1cc(C)ccc1C
 : 1	4	.	4	.	-5.6	-8	1.0	-0.5	-8
[41] C/C=C/c1ccc(OC(C)=O)c(OC)c1
 : 0	8	-4	-9	12	1.1	1	0.1	-0.8	-4
[42] COc1ccc2[nH]c(C)c(CCN3C(=O)C4C5C=CC(C5)C4C3=O)c2c1 (configuration not stated)
 : 2	7	0	0	21	0.4	4	1.5	-0.7	12
[43] COc1ccc(F)cc1CN1CCN(C(=O)CCC(=O)Nc2nnc(C3CCCCC3)s2)CC1
 : 1	-6	-2	-9	2	-0.2	16	3.2	-1.8	-3
[44] COc1ccc(O)c(/C=N/NC(=O)c2ccc(OCc3cccc(Br)c3)cc2)c1
 : -2	-21	3	-2	12	i	4	-0.3	.	.
[45] C/C(=N\NC(=O)c1nc2ccccn2c1C)c1ccc2c(c1)OCO2
 : -1	12	-1	2	-10	i	5	-1.8	-2.2	.
[46] O=C(CN1CCCCCC1)Nc1ccc([N+](=O)[O-])cc1Cl
 : -5	-11	3	-5	-4	i	13	1.1	-1.7	8
[47] CN(C1CCCCC1)S(=O)(=O)c1ccc2[nH]c(=O)oc2c1
 : 3	-8	1	6	-9	i	1	-2.7	.	-4
[48] O=C(CCCn1c(SCC(=O)c2ccc(F)cc2)nc2ccccc2c1=O)NCc1ccccc1
 : 0	-11	1	-18	-6	.	-9	0.0	-0.4	4
[49] COc1cccc(C(=O)CSc2nnnn2C)c1
 : -9	6	1	5	-15	-0.3	-6	-0.5	0.0	-15
[50] C=CCN(CC=C)S(=O)(=O)c1ccc(C(=O)Nc2nnc(CSC)o2)cc1
 : 0	3	-2	-10	2	6.9	7	-1.7	.	5
[51] CCOc1ccc(CN(Cc2ccco2)S(=O)(=O)c2ccc(-n3cnnn3)c(OC)c2)cc1
 : 3	-34	5	-4	42	i	0	0.1	1.1	-6
[52] CCCc1cc(-c2n[nH]c(=S)n2-c2cccc(C)c2)cs1
 : 6	11	2	0	20	-0.3	10	0.2	4.7	1
[53] COc1cc2c(cc1NC(=O)CSc1nnc(Cc3cccs3)n1C)oc1ccccc12
 : -1	-8	2	-5	-13	i	9	1.2	.	24
[54] CCc1ccc(OCC(=O)NNCC(=O)Nc2ccc(OC)cc2)cc1
 : 1	6	.	.	.	5.0	3	.	-0.6	4
[55] Cc1noc(C)c1CN1C(=O)NC(Cc2ccccc2)(Cc2ccccc2)C1=O
 : 0	4	1	5	-15	i	-4	-0.6	-1.1	-8
[56] Cc1ccc(-c2nc3[nH]c(=O)cc(NC(=O)c4cccs4)n3n2)cc1
 : 9	-25	2	-10	4	-0.4	14	2.2	-1.6	16
[57] Nc1cccc(NC(=O)c2ccco2)c1
 : -2	7	-10	7	49	i	7	0.7	0.7	-3
[58] COc1cccc(-c2nn(C)c3sc(C(=O)Nc4ccc5c(c4)OCCO5)cc23)c1
 : 0	-25	5	-74	0	i	19	0.6	3.7	-5
[59] COC(=O)C(OC(=O)c1ccc(OC)cc1)C(=O)OC
 : -1	-8	1	1	0	-0.2	2	0.3	-1.0	-4
[60] Cc1cccnc1NC(=O)CN1C(=O)NC(C)(c2ccc3ccccc3c2)C1=O (configuration not stated)
 : -3	3	.	-4	.	-0.5	4	0.0	.	-4
[61] CCC(Oc1ccc(Br)cc1)C(=O)N1CCN(c2ncccn2)CC1 (configuration not stated)
 : 7	6	2	-4	24	i	17	0.9	2.1	18
[62] COc1ccc(NS(=O)(=O)c2cc(NC(=O)CCSc3ccccc3)ccc2OC)cc1
 : -4	-3	-1	-28	-10	0.6	-3	1.5	-0.7	-10
[63] CCOc1ccc(C(=O)NC(=S)Nc2cc(C)ccn2)cc1[N+](=O)[O-]
 : 4	1	.	0	.	i	0	1.9	.	1
[64] O=C(/C=C/c1ccco1)NC(=S)Nc1ccccc1N1CCOCC1
 : -2	7	3	0	6	-2.1	46*	0.7	-1.2	21
[65] CC(C)(C)c1ccc(OCCSc2nc3ccccc3n2CC(=O)O)cc1
 : 0	6	5	2	6	-0.5	5	0.9	-1.4	-9
[66] COc1cccc(NC(=O)CNC(=O)c2ccc(F)cc2)c1
 : -1	-3	1	3	-4	i	2	-0.5	.	2

Source: PubChem

This is a subset; rates above refer to the full screens.
